A-T KAP1 phos: qHTS Assay for Identifying a Potential Treatment of Ataxia-Telangiectasia; […] A-T fibroblasts, KAP-1 phosphorylation AlphaLISA; neocarzinostatin DNA damage 30 min before lysis; Potency, µM (top dose mostly 57.5 µM), for the others: top-dose activation, actives largely listed as activators; 320,000 tested, 0.19% active; further: potency means the concentration at half of the fitted maximal effect; % of control where 0% means no effect; nearly all actives have a fitted effect of over 45% in size
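ATM-like activity read as KAP-1 phosphorylation via AlphaLISA donor/acceptor antibody pairs after lysis and 6 hr at 25C. Cells were ATM-null patient fibroblasts ([…], hTERT), dosed 60 min, then exposed to the DSB inducer NCS for 30 min.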
ASM inhibitor: Inhibitors of Secretory Acid Sphingomyelinase (S-ASM): qHTS | placental ASM, HMU-PC fluorogenic substrate, 60 min | Potency, µM (top dose mostly 57.5 µM), for inactives: top-dose activity change, negative = inhibition, usual class: inhibitors | 340,000 tested, 0.006% active | AID 504937, 2011; further: potency means the concentration at half of the fitted maximal effect
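HMU-PC0 cleavage (9 uM final) by human placental ASM, 60 min at 37 °C following 10 min compound exposure at RT; stopped at pH 10, fluorescence Ex 386/Em 447 nm.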
TRPV1 agonist: HTS Assay for Compounds that Act as Agonists of the Vanilloid Receptor 1; AID 540275, 2011; TRPV1-expressing cells, Fluo-8 calcium influx, agonist mode; 320,000 tested, 0.19% active; activation, % at 8.33 µM; Transient receptor potential cation channel subfamily V member 1 (Homo sapiens), Q8NER1; in the data active means activation above about 80%; inconclusive means between about 30% and that limit; further: 0% is about no effect
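Cells expressing TRPV1 were dye-loaded with Fluo-8 and read kinetically: 10 s baseline, 3 min after compound (agonist portion), then 2 min after EC20 capsaicin (allosteric enhancer portion). Calcium-bound dye fluorescence at 480/520 nm.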
GALK inhibitor: qHTS Assay for Inhibitors of Human Galactokinase (GALK); P51570; Purified GALK, Kinase-Glo residual ATP luminescence; Potency, µM (top dose mostly 57.5 µM), without a hit: top-dose activity change, negative = inhibition, usual class: inhibitors; 270,000 tested, 0.007% active; AID 1868, 2009; further: potency means the concentration at half of the fitted maximal effect; on the % scale 0 is the no-effect control and ±100 the full control effect
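Quantitative HTS: GALK 5 nM, ATP 35 uM, galactose 100 uM, 1 h room temperature, then luciferase-based ATP detection.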
KCNH2 WT inh: qHTS for Inhibitors of KCHN2 3.1: Wildtype qHTS. activity change, % at 1.84 µM. Voltage-gated inwardly rectifying potassium channel KCNH2 (Homo sapiens), Q12809. 340,000 tested, 0.37% active. U2OS, BacMam KCNH2, thallium flux FluxOr; stronger effect = lower value. AID 720551, 2013;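 active means maximum activity change below -70%; inconclusive means maximum activity change between -70% and -50%; inactive means maximum activity change above -50%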; further: on the % scale 0 is the no-effect control and ±100 the full control effect
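U2OS cells transduced with wild-type KCNH2 virus are loaded with FluxOr dye for 45 min, and thallium flux is measured in kinetic reads before and after stimulation buffer. Rate constants are normalized to DMSO controls.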
MBNL1-CUG inh: qHTS Assay for Inhibitors of MBNL1-poly(CUG) RNA binding. Muscleblind-like protein 1 (Homo sapiens), Q9NR56. TR-FRET MBNL1-His/biotin-(CUG)12 binding, 665/545 ratio. Potency, µM (doses to about 57.5 µM), for the others: top-dose activity change, negative = inhibition, hits mostly inhibitors. 280,000 tested, 0.036% active. AID 2675, 2010; active means well fitted inhibition curve with a large enough effect in the signal ratio, with a control signal flat, not every such curve was filed as active; inconclusive means small, poorly fitted or top-dose-only effect, or effect the other way, or a change in a side signal; inactive means no such curve, though single readings can be large or run the other way; the % refers to the signal ratio; further: potency means the concentration at half of the fitted maximal effect; on the % scale 0 is the no-effect control and ±100 the full control effect
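TR-FRET between His-tagged MBNL1 and biotin-(CUG)12 RNA, detected with Tb anti-His antibody (0.055 ng/ul) and streptavidin-XL665 (5 nM), 60 min at room temperature. Compounds titrated 92 nM to 58 uM; 665/545 nm ratio normalized to buffer and complex controls.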
KCNH2 3.1 inh: qHTS for Inhibitors of KCHN2 3.1: Mutant qHTS; Potassium voltage-gated channel subfamily H member 2, brain isoform KCNH2 3.1 (human); U2OS KCNH2 3.1, thallium flux FluxOr; stronger effect = lower value; activity change, % (tested at about 1.8 µM); 340,000 tested, 0.95% active;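 active means maximum activity change below -70%; inconclusive means maximum activity change from -70% to -50%; inactive means maximum activity change above -50%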;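 further: thallium influx rate constant from kinetic fluorescence after stimulation buffer; on the % scale 0 is the no-effect control and ±100 the full control effect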
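Thallium flux read-out: FluxOr dye with Red40 quencher in HBSS/HEPES, 45 min at RT. Rate constants from kinetic reads were normalized to positive and negative DMSO controls. Cells: U2OS virally expressing the 3.1 isoform.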
FBPA coupling cs: qHTS Assay for Inhibitors of Fructose-1,6-bisphosphate Aldolase from Giardia Lamblia: Coupling assay counterscreen; coupling enzyme system counterscreen, AmpLite Red fluorescence; activity change, negative = inhibition, % at 58.2 µM, hits read low; 290,000 tested, 0.67% active; in the data active means activity change below about -30%; further: on the % scale 0 is the no-effect control and ±100 the full control effect
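Final compound at 57.5 uM, incubated 10 min at RT with coupling enzyme reagent (glyceraldehyde-3-phosphate), then 20 min with substrate and AmpLite Red detection. Fluorescence read at 525/598 nm; tests interference with the coupling assay, not aldolase inhibition.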
CXXC DNA block: qHTS Fluorescence Polarization Assay for Inhibitors of MLL CXXC domain - DNA interaction. Potency, µM (highest dose often 115 µM), for inactives: at the highest dose activity change, negative = inhibition, hits mostly inhibitors. 290,000 tested, 0.037% active. MLL-CXXC / FITC-HOXA9 DNA fluorescence polarization. Histone-lysine N-methyltransferase 2A (Homo sapiens), Q03164; active means well fitted inhibition curve with a large enough effect in the polarisation, with a control signal flat, not every such curve was filed as active; inconclusive means small, poorly fitted or top-dose-only effect, or effect the other way, or a change in a side signal; inactive means no such curve, though single readings can be large or run the other way; the % refers to the polarisation; further: potency means the concentration at half of the fitted maximal effect
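Purified MLL-CXXC (added from a 7 uM solution) was preincubated 5 min at ambient with pinned compounds in 50 mM Tris-HCl pH 7.5, 50 mM NaCl, 1 mM DTT, 0.05% BSA. Fluorescein-labeled HOX-A9 DNA (50 nM solution) followed, 30 min, then polarization read.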
Integrin act MD: qHTS for Activators of Integrin-Mediated Alleviation for Muscular Dystrophy | alpha7betagal myoblasts, beta-gal FDG fluorescence, 48 h | Potency, µM (titrated, usually from 38.3 µM), for the others: at the highest dose activation, actives largely listed as activators | 350,000 tested, 0.064% active | AID 624291, 2012;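 further: potency means the concentration at half of the fitted maximal effect; 100% = response of the positive control SU9516; nearly all actives have a fitted effect of over 60% in size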
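Alpha7betagal+/- myoblasts (passage 13) were plated 16-24 hr, then exposed to compounds (1:260 dilution of DMSO stock) for 48 hours at 37C. After MPER lysis, β-galactosidase reporter activity was read as FDG fluorescence (ex 480/em 540) after 30 minutes.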
Numbers without * were called inactive; [ ] = remark or other dose. Unless noted, the call rests on the fitted dose curve; in most records, active means well fitted curve in the direction sought with a large enough effect; inconclusive means small, poorly fitted or top-dose-only effect, or another doubt; inactive means no such curve, though single readings can be large; an effect the other way counts as inactive or inconclusive.

For CCOC(=O)c1c(C(F)(F)F)cc(-c2ccc(F)cc2)nc1C the results were A-T KAP1 phos 10%, ASM inhibitor 0%, TRPV1 agonist -7, GALK inhibitor -1%, KCNH2 WT inh -2, MBNL1-CUG inh -6%, KCNH2 3.1 inh 6, FBPA coupling cs 0, CXXC DNA block 2% and Integrin act MD 7%.
For COc1ccc(-c2cc(C(=O)Nc3ccccc3SC)no2)cc1 the results were A-T KAP1 phos -6%, ASM inhibitor 2%, TRPV1 agonist 0, GALK inhibitor 0%, KCNH2 WT inh 4, MBNL1-CUG inh 2%, KCNH2 3.1 inh 4, FBPA coupling cs 3, CXXC DNA block 0% and Integrin act MD 14%.
`CCCOc1cc2c(C#N)c(N3CCCC3)nc(N)c2c(N)n1` gave ASM inhibitor 170%[activator], KCNH2 WT inh 4, KCNH2 3.1 inh 11 and Integrin act MD 4%.
CCNC(=O)NS(=O)(=O)c1cnccc1Nc1cccc(Cl)c1 was read as A-T KAP1 phos 3%, ASM inhibitor -2%, TRPV1 agonist 0, KCNH2 WT inh 16, MBNL1-CUG inh 8%[11.5 µM], KCNH2 3.1 inh 0, FBPA coupling cs 9, CXXC DNA block 3% and Integrin act MD 12%.
For CC1(C)CC(=O)C2=C(C1)Nc1ccccc1NC2c1ccc2c(c1)OCO2 (stereo not given) the results were A-T KAP1 phos 29%, ASM inhibitor -3%, TRPV1 agonist 2, GALK inhibitor 4%, KCNH2 WT inh 4, MBNL1-CUG inh 8%, KCNH2 3.1 inh 6, FBPA coupling cs 0, CXXC DNA block -13% and Integrin act MD 6%[7.66 µM].
`Cc1cc(C)c(NC(=O)CSc2nnc(CNC(=O)c3ccccc3F)o2)c(C)c1` gave A-T KAP1 phos 16%, ASM inhibitor 4%, TRPV1 agonist 2, GALK inhibitor 0%, KCNH2 WT inh -4, MBNL1-CUG inh -3%, KCNH2 3.1 inh 19, CXXC DNA block 2% and Integrin act MD -10%.
`CN(Cc1c(F)cccc1Cl)C(=O)c1cccc(S(=O)(=O)N2CCN(Cc3ccccc3)CC2)c1` gave ASM inhibitor -5%, KCNH2 WT inh 11, KCNH2 3.1 inh -14 and Integrin act MD 0%.
Screening FC(F)(F)c1cc(-c2ccc(Cl)cc2)nc2ncnn12 returned A-T KAP1 phos -3%, ASM inhibitor 7%, TRPV1 agonist -2, GALK inhibitor 1%, KCNH2 WT inh 11, MBNL1-CUG inh inconclusive, KCNH2 3.1 inh -1, FBPA coupling cs 3, CXXC DNA block 5% and Integrin act MD 5%.
`OCCOc1nnnn1-c1ccccc1` gave ASM inhibitor 2%, TRPV1 agonist 0, GALK inhibitor -1%, KCNH2 WT inh -2, MBNL1-CUG inh 3%, KCNH2 3.1 inh -4, FBPA coupling cs 6, CXXC DNA block 7% and Integrin act MD 0%.
`NC(=O)c1nnn(-c2ccccc2)c1N` gave A-T KAP1 phos -1%, ASM inhibitor 6%, TRPV1 agonist -1, GALK inhibitor 5%, KCNH2 WT inh 2, MBNL1-CUG inh -6%, KCNH2 3.1 inh 18, FBPA coupling cs -1, CXXC DNA block 8% and Integrin act MD inconclusive.
`N#Cc1nc(Cc2ccccc2)oc1NCCc1ccccc1` gave A-T KAP1 phos 14%, ASM inhibitor -6%, TRPV1 agonist -6, GALK inhibitor -2%, KCNH2 WT inh 1, MBNL1-CUG inh 3%, KCNH2 3.1 inh -42, FBPA coupling cs -8, CXXC DNA block -2% and Integrin act MD 17%.
CCOc1ccc(-c2csc(NC(=O)c3ccco3)n2)cc1 was read as A-T KAP1 phos 4%, ASM inhibitor -12%, TRPV1 agonist 7, GALK inhibitor 5%, KCNH2 WT inh -3, MBNL1-CUG inh 0%, KCNH2 3.1 inh -4, FBPA coupling cs -8, CXXC DNA block 29% and Integrin act MD inconclusive.
Screening NS(=O)(=O)c1ccc(CNC(=O)Cc2ccccc2[N+](=O)[O-])cc1 returned A-T KAP1 phos -14%, ASM inhibitor -1%, TRPV1 agonist 0, GALK inhibitor -3%, KCNH2 WT inh -4, MBNL1-CUG inh 13%, KCNH2 3.1 inh 1, FBPA coupling cs 1, CXXC DNA block 13% and Integrin act MD inconclusive.
Screening CC(C(=O)NC1C=CS(=O)(=O)C1)N1C(=O)/C(=C/c2cccc(Cl)c2)SC1=S (stereo not given) returned A-T KAP1 phos -1%, ASM inhibitor inconclusive, TRPV1 agonist 2, GALK inhibitor -12%, KCNH2 WT inh 16, MBNL1-CUG inh inconclusive, KCNH2 3.1 inh -2, CXXC DNA block -4% and Integrin act MD -32%[inhibitor].
CC1CCc2c(sc(NC(=O)c3cccn3C)c2C(N)=O)C1 (stereo not given) was read as A-T KAP1 phos -2%, ASM inhibitor 23%, KCNH2 WT inh -3, KCNH2 3.1 inh -2 and Integrin act MD inconclusive.
CCOC(=O)C1CCN(c2c(N3CCN(c4ccccc4OC)CC3)c(=O)c2=O)CC1 was read as A-T KAP1 phos 4%, ASM inhibitor -5%, TRPV1 agonist 2, GALK inhibitor -5%, KCNH2 WT inh -1, MBNL1-CUG inh 18%, KCNH2 3.1 inh 2, FBPA coupling cs 5, CXXC DNA block 5% and Integrin act MD -1%.
`Fc1ccc(/C=N/c2c(-c3ccc(F)cc3)nc3n2CCS3)cc1` gave A-T KAP1 phos -2%, ASM inhibitor -4%, TRPV1 agonist 17, KCNH2 WT inh 15, MBNL1-CUG inh 5%, FBPA coupling cs 2, CXXC DNA block 7% and Integrin act MD 14%.
Cc1ccc(CNS(=O)(=O)c2ccc(C(F)(F)F)cc2)n1C was read as A-T KAP1 phos 8%, ASM inhibitor -1%, TRPV1 agonist 0, GALK inhibitor 5%, KCNH2 WT inh -12, MBNL1-CUG inh -6%, KCNH2 3.1 inh 14, FBPA coupling cs -1, CXXC DNA block -3% and Integrin act MD -13%.
Screening C[C@@H]1C=CC(=O)O[C@@H]1c1ccc(Cl)cc1 returned A-T KAP1 phos 3%, ASM inhibitor -7%, TRPV1 agonist 2, MBNL1-CUG inh -3%, FBPA coupling cs -1, CXXC DNA block -20% and Integrin act MD -32%.
For CCCCn1c(=O)[nH]c(=O)c2c1nc(-c1ccc(OCC)cc1)n2CC the results were A-T KAP1 phos -1%, ASM inhibitor 3%, TRPV1 agonist 4, GALK inhibitor 15%, KCNH2 WT inh -1, MBNL1-CUG inh 1%, KCNH2 3.1 inh 5, FBPA coupling cs -1, CXXC DNA block -3% and Integrin act MD 0%.
Screening COc1ccccc1-c1c(C)nn2c(N3CCC(C)CC3)cc(C)nc12 returned A-T KAP1 phos 1%, ASM inhibitor 3%, TRPV1 agonist inconclusive, GALK inhibitor -2%, KCNH2 WT inh 7, MBNL1-CUG inh -7%, KCNH2 3.1 inh -6, FBPA coupling cs 2, CXXC DNA block -4% and Integrin act MD 13%.
`COc1ccc(N2CCN(C(=O)c3ccccc3Br)CC2)c([N+](=O)[O-])c1` gave A-T KAP1 phos 1%, ASM inhibitor -11%, TRPV1 agonist -9, GALK inhibitor 0%, KCNH2 WT inh 14, MBNL1-CUG inh inconclusive, KCNH2 3.1 inh -35, FBPA coupling cs 6, CXXC DNA block 6% and Integrin act MD -13%.
Screening COc1cc(C2c3cc4c(cc3CC3COC(=O)N32)OCO4)cc(OC)c1OC (stereo not given) returned ASM inhibitor 1%, KCNH2 WT inh -11, KCNH2 3.1 inh 4 and Integrin act MD -9%.
O=C(O)c1ccc(/C=C(\c2nc3ccccc3[nH]2)c2nc3ccccc3s2)cc1 was read as A-T KAP1 phos -1%, ASM inhibitor 9%, TRPV1 agonist 2, GALK inhibitor 4%, KCNH2 WT inh -2, MBNL1-CUG inh 3%, KCNH2 3.1 inh -4, FBPA coupling cs 14, CXXC DNA block -16% and Integrin act MD -53%[inhibitor].
CNC(=S)NNC(=O)c1cccc(N(C)C)c1 was read as A-T KAP1 phos 4%, ASM inhibitor 10%, TRPV1 agonist 0, GALK inhibitor -2%, KCNH2 WT inh 23, MBNL1-CUG inh 0%, KCNH2 3.1 inh 40, FBPA coupling cs -3, CXXC DNA block 13% and Integrin act MD 25%.
For CC(C)C1N(C(N)=S)N=CC1(C)C (stereo not given) the results were A-T KAP1 phos -5%, ASM inhibitor 3%, TRPV1 agonist -3, GALK inhibitor -1%, KCNH2 WT inh -3, MBNL1-CUG inh 3%, KCNH2 3.1 inh 1, FBPA coupling cs -1, CXXC DNA block -11% and Integrin act MD 32%.
